NPY-Y1 antag – antagonists of human neuropeptide Y receptor Y1; AID 1040; inhibition, % at 3.6 µM; HEK293-CNG Y1 cells, membrane potential fluorescence; NPY at EC95, then isoproterenol; P25929; 200,000 tested, 1% active;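 active = inhibition above the campaign mean inhibition of all tested compounds plus 3 SD, cut at about 20% in these data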;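 also: 0% = DMSO wells given NPY plus isoproterenol and 100% = isoproterenol alone without NPY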
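Material: HEK293 cells with Y1 receptor plus CNG channel; times: compound incubation 1 h at room temperature, readout 45 min post-stimulation; signal: fluorescence, membrane potential probe; read-out basis: fluorescence ratio normalized to % inhibition between controls; benchmarks: full-block control isoproterenol-only wells, zero-block control NPY plus isoproterenol wells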
Ba/F3 V617F tox – reduce viability of Ba/F3 cells dependent on JAK2V617F; 220,000 tested, 1.1% active; inhibition, % at 5.6 µM; AID 1446; Ba/F3 EpoR-JAK2V617F viability, ATP luminescence;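 active = inhibition above the campaign mean plus 3 SD over all tested compounds, cut at about 24% in these data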;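 also: cytokine-independent growth of Ba/F3 cells driven by EpoR plus mutant JAK2; 0% = DMSO-treated cells and 100% = JAK inhibitor I control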
S1P4 ag – activates the human S1P4 receptor. 220,000 tested, 0.35% active. S1P4-expressing cell line, agonist reporter assay. O95977. activation, % at 4.98 µM. AID 1509; in the data active = activation above about 11%;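 also: 0% = DMSO vehicle and 100% = reference agonist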
Target sequence (O95977 whole entry, looked up): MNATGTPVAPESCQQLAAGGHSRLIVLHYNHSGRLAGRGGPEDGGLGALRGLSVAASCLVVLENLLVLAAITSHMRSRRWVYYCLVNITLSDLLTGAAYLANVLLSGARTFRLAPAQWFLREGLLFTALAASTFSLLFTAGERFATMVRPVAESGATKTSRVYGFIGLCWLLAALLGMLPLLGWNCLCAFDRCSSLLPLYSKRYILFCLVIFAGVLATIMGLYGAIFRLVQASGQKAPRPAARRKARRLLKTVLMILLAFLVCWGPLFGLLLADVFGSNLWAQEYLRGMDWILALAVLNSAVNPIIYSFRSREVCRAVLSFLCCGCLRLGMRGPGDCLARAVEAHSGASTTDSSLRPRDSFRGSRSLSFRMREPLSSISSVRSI
S1P4 antagonist – antagonists of human S1P4 receptor; O95977; S1P4-expressing cells, antagonist mode, reporter read-out; inhibition, % at 4.98 µM; 220,000 tested, 0.26% active; AID 1510; in the data active = inhibition above about 29%;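 also: 0% = wells stimulated with agonist and 100% = vehicle wells without agonist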
NPY-Y1 PAM-ag – potentiates or activates human NPY-Y1 receptor. NPY-Y1 expressing cells, potentiator/agonist activation. 220,000 tested, 0.37% active. activation, % at 3.6 µM. P25929. AID 1304; in the data active = activation above about 33%, passing the limit was not always enough;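 also: cells stimulated with NPY at EC10 then isoproterenol at EC100; 0% = low agonist plus stimulus and 100% = saturating agonist plus stimulus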
NPY-Y2 PAM-ag – potentiators or agonists of human neuropeptide Y receptor Y2; cells expressing NPY-Y2, potentiator/agonist read-out; P49146; activation, % at 3.6 µM; 220,000 tested, 0.45% active; in the data active = activation above about 27%;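 also: cells stimulated with NPY near EC25 plus isoproterenol at EC100; 0% = vehicle plus submaximal agonist and 100% = vehicle plus saturating agonist; some results beyond the cut were filed as inactive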
Target sequence (P49146 whole entry, looked up): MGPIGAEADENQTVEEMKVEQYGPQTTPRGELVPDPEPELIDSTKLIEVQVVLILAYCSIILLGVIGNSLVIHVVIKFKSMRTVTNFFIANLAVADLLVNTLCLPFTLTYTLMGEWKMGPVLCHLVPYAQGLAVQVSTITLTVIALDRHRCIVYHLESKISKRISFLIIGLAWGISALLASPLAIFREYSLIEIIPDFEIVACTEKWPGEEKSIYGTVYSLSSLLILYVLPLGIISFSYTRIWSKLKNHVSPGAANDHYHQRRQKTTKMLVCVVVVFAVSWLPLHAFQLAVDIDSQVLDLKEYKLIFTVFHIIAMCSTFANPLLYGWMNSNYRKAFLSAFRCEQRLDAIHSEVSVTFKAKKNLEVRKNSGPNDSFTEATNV
Runt-CBFb FRET – Runt domain-CBFb interaction inhibition; Cerulean-Runt/Venus-CBFb FRET ratio 530/480, 1 h; inhibition, % at 20 µM; 220,000 tested, 0.46% active; AID 1496;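 active = inhibition over about 50% at 20 µM in the single-dose screen, limit read from the data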;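 also: 0% = DMSO wells and 100% = excess unlabeled CBFb competitor control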
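Measured by: fluorescence energy transfer, 422 nm excitation, 530/480 nm emission; test system: Cerulean-tagged RUNX1 Runt domain (FRET donor) fusion protein; buffer or medium: Tris pH 7.5 buffer with BSA; compound: one dose, 20 µM compound, 1% DMSO; times: two 1 h room-temperature incubations shielded from light; benchmarks: unlabeled CBFb 5 µM, positive control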
RBBP9 inh – human RBBP9 hydrolase inhibition. recombinant RBBP9, FP-Rh probe fluorescence polarization. inhibition, % at 7.94 µM. 220,000 tested, 0.2% active. AID 1515;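 active = inhibition above the campaign mean of all tested compounds plus 3 SD, cut at about 14% in these data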;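 also: plate controls were DMSO wells with RBBP9 for no effect and wells lacking RBBP9 protein for full effect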
Target sequence (O75884 whole entry, looked up): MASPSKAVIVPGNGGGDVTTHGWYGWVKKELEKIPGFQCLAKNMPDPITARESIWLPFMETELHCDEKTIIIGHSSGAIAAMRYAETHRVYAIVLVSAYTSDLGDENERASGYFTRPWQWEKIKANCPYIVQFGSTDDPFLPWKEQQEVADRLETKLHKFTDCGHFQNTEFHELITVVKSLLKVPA
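Measured by: FP readout at 525/598 nm; material: recombinant human RBBP9; also added: Serine-hydrolase probe FP-Rh, 375 nM pre-mixing; medium: Tris buffer pH 8.0, NaCl, Pluronic; replication: one well per compound; doses: one concentration, 7.94 µM nominal, 0.794% DMSO; timing: preincubation 30 min plus labeling 45 min at 25 °C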
BaF3 parental – counter-screen for JAK2V617F inhibitors: parental Ba/F3 viability inhibitors. inhibition, % at 5.6 µM. CellTiter-Glo ATP luminescence. 220,000 tested, 1.1% active;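 active = inhibition above a per-campaign cutoff, the mean inhibition of all tested compounds plus 3 SD, cut at about 27% in these data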;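 also: 0% = DMSO wells and 100% = JAK Inhibitor I control wells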
Numbers without * were called inactive; · = not tested or not shown.

molecule,NPY-Y1 antag,Ba/F3 V617F tox,S1P4 ag,S1P4 antagonist,NPY-Y1 PAM-ag,NPY-Y2 PAM-ag,Runt-CBFb FRET,RBBP9 inh,BaF3 parental
O=C(c1ccccc1)N1CCN(Cc2ccccc2)CC1,0,-1,-0.9,-25,-4,-12,-2,-6,2
COc1cc(C(=O)Nc2cccc(C(C)=O)c2)cc(OC)c1OC,-1,-3,0.8,-8,8,6,-2,1,1
Cc1cc(C)cc(NC(=S)Nc2ccc(Cl)c(Cl)c2)c1,-4,-2,0.4,8,17,19,3,-8,2
O=C(NCc1ccccc1)C1CCC1,2,7,2.9,-9,15,-7,-1,-1,10
COc1ccccc1NC(=O)C1=C(C)NC(=O)NC1c1ccc(C)s1 (centres undefined),3,-1,0.4,-1,-1,-6,-2,-6,4
O=C(NC(=S)Nc1ccccc1C(=O)O)c1ccc2ccccc2c1,·,-1,0.7,11,-28,19,18,-7,1
O=C(NC(=S)Nc1ccc(S(=O)(=O)N2CCCCCC2)cc1)c1cccs1,-4,-1,5.2,-25,1,-4,6,-8,2
Cc1ccc(N=C2NC(=O)/C(=C/c3cccn3C)S2)c(C)c1,·,-3,1.5,13,8,-11,-5,-3,-1
Cc1cc(N/N=C/c2ccc(Cl)cc2)nc(NCc2ccccc2)n1,15,-2,0.3,1,-39,-4,0,-5,5
O=C(NC1CCCC1)C(c1ccc(N2CCOCC2)cc1)N(C(=O)c1ccco1)c1ccccc1F (centres undefined),1,6,-1.7,14,-1,-6,1,-15,6
CCNC(=S)NNC(=O)C(c1ccccc1)c1ccccc1,-2,-3,1.2,-14,-6,-4,0,-9,7
CCCCN(CC)C(=O)c1ccccc1Oc1ccccc1,4,-2,1.0,-7,-6,6,-2,-5,4
NCc1nc(-c2ccc(Cl)cc2)no1,-2,2,1.2,-4,-28,-7,1,-12,4
CN(C)C(=O)C1Cc2ccccc2CN1S(=O)(=O)c1cccs1 (centres undefined),1,4,-1.6,-2,-6,-1,-1,-14,4
COC(=O)CNC(c1ccccc1)c1cc(Br)ccc1NC(=O)CCN1CCOCC1 (centres undefined),5,1,-0.4,-1,-14,-2,-6,-5,7
CC(C)(C)c1cc(C(=S)N2CCN(CCO)CC2)cc(C(C)(C)C)c1O,-2,-1,-2.7,-21,5,5,52*,0,2
COC(=O)Cn1c(CCS(=O)(=O)c2ccc(C)c(C)c2)nc2ccccc21,7,-2,-0.5,-1,-3,-2,-1,-4,3
C=CCNC(=S)NNC(=O)COc1cccc(Cl)c1,3,3,1.2,16,17,-3,6,0,9
Cc1csc2c(N3CCN(C(=O)NC(C)(C)C)CC3)ncnc12,·,0,0.5,-2,2,-11,1,1,1
CCc1nnc(NC(=O)c2ccc(Cl)nc2)s1,3,3,1.6,-11,-17,-6,0,-3,7
O=C(CN1CCCCC1)N1CCN(C(=O)CN2CCCCC2)CC1,14,-3,2.5,9,0,7,-2,1,-3
O=c1cc(CO)oc(CN2CCC(Cc3ccccc3)CC2)c1O,8,-6,-2.8,-4,0,14,0,-8,0
CCOC(=O)c1c(C)c(C(=O)NC2CCCCCC2)c(C)n1C,-1,3,-1.6,-17,-6,5,0,-5,7
COc1ccc2[nH]cc(CCNC(=O)C3CCCO3)c2c1 (centres undefined),4,2,2.4,6,-1,11,-2,0,5
CCCCC/C=N/NC(=O)c1[nH]c2ccc([N+](=O)[O-])cc2c1C,·,-1,-1.2,-3,-2,-19,2,-12,2
COc1cccc(NC(=S)N(CCCN2CCOCC2)Cc2cn(C)c3ccccc23)c1,1,0,-0.2,-11,-6,-17,-2,-6,1
O=C(COC(=O)CNS(=O)(=O)c1cccc(Br)c1)NC(=O)Nc1ccc2c(c1)OCCO2,1,-1,2.5,-2,-1,-2,-2,-12,4
CCOc1nc(NCc2ccco2)nc(Nc2ccc(OC)cc2)n1,4,0,-2.0,-6,-14,1,0,-12,5
Cc1cc(NC(=O)c2noc3c2CCCC3)no1,3,3,2.0,-25,29,18,0,-6,7
CCCn1c(SCc2ccon2)nc2ccccc2c1=O,-2,-2,-0.8,-8,-18,-18,-1,-2,6

(listing goes on)
molecule,NPY-Y1 antag,Ba/F3 V617F tox,S1P4 ag,S1P4 antagonist,NPY-Y1 PAM-ag,NPY-Y2 PAM-ag,Runt-CBFb FRET,RBBP9 inh,BaF3 parental
COc1ccc(NC(=O)N2CCC(NC(=O)c3ccco3)CC2)cc1,-4,4,-0.6,-11,-11,2,-2,-5,8
NC(N)=NS(=O)(=O)c1ccc(NC(=S)NC(=O)/C=C/c2cccs2)cc1,0,3,0.0,-10,2,0,-10,-1,8
Clc1ccccc1Nc1nc(-c2cccnc2)cs1,0,0,0.5,-7,4,-2,·,-7,9
Cc1cc(-c2ccccc2)nn1-c1nc2c(c(=O)[nH]c(=O)n2C)n1C,12,5,-1.9,-8,-18,-2,1,-12,10
O=C(Nc1cccc(Cl)c1)Nc1nnc(-c2ccccc2)o1,3,-5,0.6,0,4,-23,-4,-5,1
CCOC(=O)c1c(C=O)c2ccccc2n1CC,1,4,1.7,-22,-2,-5,-1,-1,8
CC(C)COC(=O)C(C)Nc1n[nH]c(=S)[nH]c1=O (centres undefined),1,-2,-0.1,5,1,-9,·,5,-1
O=C(CSc1nc2ccccc2s1)CSc1nc2ccccc2s1,13,-1,0.8,-27,-19,-14,5,-3,3
COc1cc(-c2nnc(SCC(=O)c3ccc(C)cc3)o2)cc(OC)c1OC,0,-4,0.7,-20,-58,-2,-3,-1,-3
Cc1cc(Br)ccc1NC(=O)CNC(=O)CSc1n[nH]c(N)n1,-2,5,-2.3,-12,1,10,1,-3,4
CC(C)OCCCNC(=O)c1c(N)n(/N=C/c2cccs2)c2nc3ccccc3nc12,25*,-2,-0.5,11,14,10,32,-10,9
COc1ccc(CC2(CO)CCN(Cc3nc(C(C)C)cs3)CC2)cc1,6,-8,-3.1,-10,2,9,-4,1,2
CCNS(=O)(=O)c1ccc(NC(=S)NCC2CCCO2)cc1 (centres undefined),-8,-2,1.7,-17,6,5,1,-4,4
NC(=O)C1=C[C@H](c2ccccc2)C[C@H](OCc2ccc(CO)cc2)O1,4,-5,-2.4,19,-8,-15,2,-9,-3
Cn1c(N)nc2ccccc2c1=O,·,-1,-2.0,5,12,-22,-3,-7,-2
COc1ccc(NS(=O)(=O)c2cc(NC(=O)c3ccc(C)s3)ccc2N2CCOCC2)cc1,·,0,-2.8,4,-20,9,-3,-16,-3
CCN(CC)S(=O)(=O)c1ccc(NS(=O)(=O)c2cccs2)cc1,-3,0,0.9,-12,-4,7,·,5,1
Cc1ccc(-c2noc(-c3cc(C(C)(C)C)nn3Cc3ccccc3)n2)cc1,·,1,-0.3,-1,-4,-13,0,-2,-1
CCc1nc(N[C@H](C(=O)O)C(C)CC)c2oc3ccccc3c2n1 (some centres undefined),18,-4,2.0,-30,-23,-25,-1,3,0
C=CCNC(=O)CC1C(=O)NCCN1Cc1c(F)cccc1Cl (centres undefined),6,2,3.2,-2,-11,-2,·,-6,9
COc1ccc(C)cc1-n1c(SCC(=O)Nc2cccc(C(=O)O)c2)nc2ccccc2c1=O,·,-2,-1.2,0,-13,-14,-1,-8,-3
C=CCNS(=O)(=O)c1cccc2cc(C(=O)O)c(O)cc12,-4,-3,-1.4,2,-11,13,-107,-2,0
Cc1ccc([N+](=O)[O-])cc1-c1ccc(/C=N\n2nnnc2N)o1,-4,3,0.7,0,4,1,-2,3,10
Cc1ccc(S(=O)(=O)N2CCCC(C(=O)Nc3ccc(C(=O)O)cc3)C2)cc1Cl (centres undefined),-5,0,0.8,6,2,10,0,-1,6
COC(=O)Cc1csc(Nc2ccc(Cl)cc2)n1,-2,-5,0.4,-15,8,0,0,1,4
CC(O)CCC(=O)NNC(=S)Nc1ccccc1 (centres undefined),3,-2,0.2,-17,0,-7,·,1,2
COc1cc(/C=N/NC(N)=O)cc(Br)c1OCc1ccccc1C,4,-3,0.6,10,1,-13,0,-3,-1
COc1cccc(CNC(=O)CN(c2cc(C)cc(C)c2)S(=O)(=O)c2c(C)noc2C)c1,-1,1,-1.1,-12,2,9,-2,13,6
O=C1CCC(=O)N1c1ccc(NCCc2cccc(F)c2)c([N+](=O)[O-])c1,-6,-4,-0.3,-12,12,11,-13,-5,7
Cc1noc(C)c1C(=O)N1CCN(C(=O)c2sc3cc(Cl)ccc3c2Cl)CC1,1,-4,2.9,-11,9,5,-2,4,2

Going on with the list:
molecule,NPY-Y1 antag,Ba/F3 V617F tox,S1P4 ag,S1P4 antagonist,NPY-Y1 PAM-ag,NPY-Y2 PAM-ag,Runt-CBFb FRET,RBBP9 inh,BaF3 parental
CCOc1cc(C(=O)Nc2ccncc2)cc(OCC)c1OCC,-2,-3,1.9,-6,18,2,·,-3,1
Cc1c(N=CN2CCOCC2)c(=O)n(C)c(=O)n1C,0,3,1.0,-14,-6,6,-1,-5,2
O=C(CCn1cnnn1)Nc1ccccc1F,2,2,0.7,0,13,-8,4,0,5
COc1ccccc1S(=O)(=O)Cc1ccc(C(=O)N2CCCC2)o1,-1,-2,-1.0,3,2,-1,1,-8,7
Cc1nc(-c2ccccc2)sc1-c1ccn[nH]1,-2,1,0.8,-14,-7,5,-2,-6,6
Cc1cc(C)c2c(=O)c(C#N)coc2c1,·,1,2.1,-13,24,0,0,-2,-4
CN(C)c1nn(C(=O)Nc2cccc(C(F)(F)F)c2)cc1-c1ccccc1,0,1,1.6,-7,8,-12,-3,-7,0
Cc1cccc2[nH]c3c(=O)n(CCN4CCNCC4)cnc3c12,-1,-1,-0.2,-8,14,9,4,-6,3
CCC(=O)c1ccc(N2CCC(C)CC2)c(F)c1,0,1,-0.1,-4,9,0,-3,-8,5
Cc1ccc(C)c(NC(=O)CSc2nc(C)cc(C)c2C#N)c1,5,4,2.1,-25,-7,-5,-3,-11,0
CCOC(=O)C1=C(c2ccccc2)Nc2ncnn2C1c1ccc(O)cc1 (centres undefined),·,2,-0.5,-5,-12,-19,0,-10,-2
COc1ccc(C(=O)Cn2nnc(-c3ccccc3NC(=O)C3CCCCC3)n2)cc1,4,-3,-1.4,-10,-2,3,8,-6,3
CC(/C=N\NC(=O)c1ccc(C)nc1)=C\c1ccccc1,-3,1,1.6,4,-30,-5,0,-1,4
O=C(NCC1CCCO1)c1ccc(CNS(=O)(=O)c2cccc(Cl)c2)cc1 (centres undefined),5,1,-0.4,-30,1,6,-1,0,8

2 of the compounds above, with two lines to a compound.
Values run as follows: NPY-Y1 antag	Ba/F3 V617F tox	S1P4 ag	S1P4 antagonist	NPY-Y1 PAM-ag	NPY-Y2 PAM-ag	Runt-CBFb FRET	RBBP9 inh	BaF3 parental
CCOc1cc(C(=O)Nc2ccncc2)cc(OCC)c1OCC
 : -2	-3	1.9	-6	18	2	·	-3	1
Cc1c(N=CN2CCOCC2)c(=O)n(C)c(=O)n1C
 : 0	3	1.0	-14	-6	6	-1	-5	2
